# Source: PubChem
# DSG3 Ab inh = blocks pemphigus antibody binding to human desmoglein-3; P32926; 310,000 compounds, 0.48% hits; DSG3-coupled beads, scFv-anti-DSG3-GFP binding, flow cytometry; active compounds read low; binding (percent of control), % at 10 µM;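 active = binding more than 3 SD below its plate's average and above zero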;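 also: hits lower antibody fragment binding to DSG3; some compounds called inactive have numbers as strong as hits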
# Target sequence (P32926 whole entry, looked up, the tested form may be a part): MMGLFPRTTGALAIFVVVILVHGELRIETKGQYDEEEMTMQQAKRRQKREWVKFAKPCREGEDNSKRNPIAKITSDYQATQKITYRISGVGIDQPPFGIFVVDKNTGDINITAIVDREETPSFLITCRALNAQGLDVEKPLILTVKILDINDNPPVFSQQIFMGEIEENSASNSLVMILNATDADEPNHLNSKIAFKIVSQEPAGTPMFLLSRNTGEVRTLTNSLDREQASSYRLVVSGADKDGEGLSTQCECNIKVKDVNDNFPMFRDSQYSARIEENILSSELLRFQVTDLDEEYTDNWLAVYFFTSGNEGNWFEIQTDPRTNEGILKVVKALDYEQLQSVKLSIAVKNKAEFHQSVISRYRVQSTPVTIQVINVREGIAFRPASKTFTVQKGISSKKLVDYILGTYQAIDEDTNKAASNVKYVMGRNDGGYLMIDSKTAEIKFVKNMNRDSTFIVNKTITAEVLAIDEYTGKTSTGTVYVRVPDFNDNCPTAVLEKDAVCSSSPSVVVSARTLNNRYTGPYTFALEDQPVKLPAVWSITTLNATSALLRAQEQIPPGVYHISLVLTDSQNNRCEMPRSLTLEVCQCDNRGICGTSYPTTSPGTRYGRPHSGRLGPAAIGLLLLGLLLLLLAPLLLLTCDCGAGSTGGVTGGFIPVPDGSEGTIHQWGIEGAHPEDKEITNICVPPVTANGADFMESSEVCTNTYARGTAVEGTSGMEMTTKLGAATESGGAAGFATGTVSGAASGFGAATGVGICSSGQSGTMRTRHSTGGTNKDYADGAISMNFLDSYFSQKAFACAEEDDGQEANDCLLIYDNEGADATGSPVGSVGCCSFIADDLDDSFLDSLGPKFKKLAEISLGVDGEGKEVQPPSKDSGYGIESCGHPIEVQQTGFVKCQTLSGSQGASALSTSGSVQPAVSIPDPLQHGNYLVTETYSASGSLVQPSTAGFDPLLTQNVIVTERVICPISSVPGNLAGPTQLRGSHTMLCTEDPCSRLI
# PKA-R1A activ = activates the PKA-R1A holoenzyme complex; P00514+P68181; PKA-R1A dissociation, Cy5-IP20 fluorescence polarization; scaled: DMSO 0%, 113 µM cGMP 100%; activation, % at 11.4 µM; 340,000 compounds, 0.083% hits; AID 504707;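 active = percent activation above the mean of all tested compounds plus 3 SD, cut at about 19% in these data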;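 also: higher means more PKAc released from R1A so a rise in polarization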
# PfHsp90 set2 = reduces growth (ATP signal) of yeast expressing P. falciparum Hsp90 | S. cerevisiae expressing PfHsp90, BacTiter-Glo ATP, 48 h; yeast lacking PDR1 and PDR3 efflux regulators | inhibition, % at 9.4 µM | 310,000 compounds, 0.32% hits | AID 504621;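 active = every replicate shows inhibition above about 80%, whatever the replicate mean, limit read from the data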;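 also: 0% = DMSO neutral controls and 100% = 20 µM radicicol positive controls; yeast relying on Plasmodium falciparum Hsp90 in place of its own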
# MOR-DOR ag = OPRM1-OPRD1 heterodimerization agonism. P35372+P41143. cells, luminescence. activation, % at 9.3 µM. 340,000 compounds, 0.3% hits. AID 504326; in the data active = activation above about 18%;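 also: 0% = vehicle-treated cells and 100% = reference agonist; values of inactives mirror those of a sister screen read the other way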
# MOR-DOR inv ag = inverse agonist of human OPRM1-OPRD1 heterodimerization; cell-based MOR-DOR heterodimer luminescence, inverse agonism; inhibition, % at 9.3 µM; 340,000 compounds, 0.21% hits; in the data active = inhibition above about 22%, passing the limit was not always enough;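 also: 0% = cells with DMSO and 100% = wells without cells with DMSO; values of inactives mirror those of a sister screen read the other way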
# AddAB inh = less growth of phage-infected E. coli with AddAB; E. coli expressing H. pylori AddAB, absorbance growth; inhibition, % at 11.9 µM; 330,000 compounds, 0.29% hits; AID 435030; in the data active = inhibition above about 12%;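 also: 0% = vehicle wells of infected cells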
# Arr AP2 block = blocks beta-arrestin peptide binding to AP2 adaptin. FITC-arrestin peptide / GST-AP2 beads, flow cytometry; AP2 beta2 appendage carries R879A mutation. inhibition, % at 10 µM. 340,000 compounds, 0.31% hits. AID 504490;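 active = inhibition above a set limit, near 3 SD of compounds lacking own fluorescence, cut at about 54% in these data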;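 also: plate controls were DMSO wells for no effect and 5 µM unlabelled arrestin peptide for full effect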
#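 Assay system: GST-AP2 R879A bound to glutathione beads, E. coli-expressed; Medium: PBS with 0.05% Tween 20 and 0.1% BSA; Also added: fluorescein-tagged arrestin peptide at 50 nM final; Timing: 12 min plus 1 h, RT; Measured by: flow cytometry, FL1 (488/535 nm); Evaluation: percent drop in bead-associated FITC signal.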
# Mot1-301 SUMO = SUMOylation pathway inhibition by Mot1-301 growth rescue; growth rescue, % at 18.8 µM; 320,000 compounds, 1% hits; S. cerevisiae Mot1-301 growth rescue, ATP luminescence, 38.5C; percent above DMSO median, 100 means doubled;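 active = every valid replicate shows activation above 250% relative to neutral control wells; inactive = the rest, any valid replicate at or below 250%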;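 also: OY570 slx delta 5 strain wells were the positive control but not used for scaling; some compounds called inactive have numbers as strong as hits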
# Tat export inh = inhibitors of E. coli Tat protein transport. E. coli MC4100 TorA-mCherry Tat export, fluorescence. inhibition, % at 10 µM. 340,000 compounds, 0.036% hits;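 active = mean replicate inhibition at least 50% and at least half of replicates individually reaching 50%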;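 also: exported cargo escapes ClpAP degradation while cytoplasmic cargo is degraded and loses fluorescence; 0% = median of neutral control wells and 100% = median of NaSCN control wells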
# Ecoli viability = bacterial growth inhibition, counter-screen for AddAB inhibitors. inhibition, % at 11.9 µM. E. coli V3065 growth, OD600 absorbance, 18 h. 330,000 compounds, 0.27% hits;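 active = inhibition above the campaign's mean inhibition across all tested compounds plus 3 SD, cut at about 9.9% in these data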;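 also: uninfected addAB+ strain grown without phage in ampicillin broth; 0% = DMSO wells and 100% = ciprofloxacin 0.95 µg/ml wells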
# phage Ecoli inh = E. coli growth loss with phage present; growth absorbance; inhibition, % at 11.9 µM; 360,000 compounds, 0.26% hits; AID 651602; in the data active = inhibition above about 11%
# An asterisk follows results filed as active; · = not tested or not shown.
SMILES,DSG3 Ab inh,PKA-R1A activ,PfHsp90 set2,MOR-DOR ag,MOR-DOR inv ag,AddAB inh,Arr AP2 block,Mot1-301 SUMO,Tat export inh,Ecoli viability,phage Ecoli inh
COc1ccc(C2CC(c3cccs3)=NN2C(=O)CSc2nc(=O)n3ccccc3n2)cc1 (centres undefined),101,-3,33,3.8,-24,1.6,-4,-5,10,-0.3,2.1
Cc1cc(C)cc(N2CN=c3s/c(=C\c4ccco4)c(=O)n3C2)c1,97,-7,-5,-1.5,9,2.1,-3,9,0,2.7,3.9
CCCN1CCCc2cc(CN)ccc21,94,-13,-9,7.6,-44,-1.8,32,15,5,-2.4,-3.4
CC1CC(C(F)(F)C(F)(F)F)n2nc(C(=O)O)cc2N1 (centres undefined),92,1,-3,-4.4,22,1.3,7,·,0,1.6,2.0
Cc1cc(C)n2nc(SCc3c(F)cccc3Cl)nc2n1,102,-6,-8,-0.5,3,-1.5,28,-5,11,-0.3,2.6
CCN(CC(=O)Nc1c(F)cccc1F)C(=O)Cc1c[nH]c2ccccc12,·,-6,2,-4.2,16,0.7,-19,0,1,-1.5,2.3
Cc1ccc(SC/C(O)=C(\C#N)c2nc3ccccc3s2)cc1,101,0,-3,-2.2,12,2.4,26,2,-3,0.0,1.7
Cc1ccc(-n2c(-c3nn(C)c(C)c3Cl)n[nH]c2=S)cc1,106,-16,-89,-1.9,11,2.3,8,-15,-1,3.6,0.3
COc1ccccc1Nc1nc(N)nc(-c2oc3ccccc3c2C)n1,95,-6,-12,-0.4,2,1.6,2,102,1,0.2,1.6
O=C(O)c1ccc(NC(=O)c2ccccc2NC(=O)c2ccccc2Cl)cc1,101,-7,-7,-1.5,7,0.1,-1,1,1,-0.9,-0.3
CCc1ccccc1NCc1cc(=O)oc2cc(C)ccc12,·,-4,7,1.9,-14,1.8,-4,-1,5,0.2,0.4
CN(CC(=O)Nc1ccccc1Cl)CC(=O)Nc1cccc2ccccc12,116,-6,8,-0.1,0,-1.0,13,83,4,1.4,0.8
COc1ccc(CC(=O)Nc2nnc(C(C)C)s2)cc1OC,92,7,-1,-2.7,13,3.2,-25,-2,1,-4.2,1.4
COc1ccc(-c2noc(CCC(=O)Nc3ccc4c(c3)OCCO4)n2)cc1,·,7,-18,1.1,-5,1.8,-4,10,9,1.4,3.4
CCOC(=O)c1c(C#N)cnn1-c1ccc(C)cc1,104,1,·,-0.8,4,1.2,26,-6,-1,-2.0,4.0
CCc1ccc(S(=O)(=O)N2CCN(c3ccccc3OC)CC2)cc1,92,-2,-8,1.9,-10,0.8,0,-14,-7,-0.9,0.6
COc1ccc(-c2nc(CS(=O)CC(=O)NCCCN3CCOCC3)c(C)o2)cc1OC (centres undefined),·,-6,4,-0.7,4,0.8,1,18,-7,-0.5,2.6
COc1cc(OC)c(CN2CCC(Cc3ccccc3)CC2)cc1Br,90,3,8,2.7,-12,6.2,-1,-7,3,0.0,2.5
O=C1C(Cc2ccccc2O)NC(=S)N1c1ccccc1 (centres undefined),98,-2,3,-3.1,16,0.7,3,14,3,1.8,1.1
O=C(Cn1nnc(-c2ccncc2)n1)Nc1ccc2c(c1)CCC2,93,-7,-13,0.2,-1,0.1,13,6,-8,-4.5,2.8
COC(=O)[C@H](C)NC(=O)Nc1ccc(Oc2ccccc2)cc1,98,-12,14,-1.1,6,3.9,11,357,4,1.2,1.7
O=C(NCCc1ccccc1)C1CC(=O)N(CCc2ccccc2)C1 (centres undefined),104,-3,2,-3.7,19,2.9,20,21,-2,-1.9,3.5
Cc1c(NC(=O)/C=C/c2cn(-c3ccccc3)nc2-c2ccc(F)cc2)c(=O)n(-c2ccccc2)n1C,100,-7,-29,-2.6,14,-1.0,0,·,-2,-1.9,3.7
Cc1c(Br)cc(C(=O)NC2CCCCC2)c(C)c1C,107,23*,-9,0.6,-3,0.2,5,197,-3,0.2,3.6
O=C(CCNC(=O)c1ccc(Br)cc1)NC1CCCc2ccccc21 (centres undefined),99,-7,·,-4.0,21,2.6,33,3,-2,0.8,-0.8
Cc1cc(C)cc(C(=O)NC(=S)Nc2ccc3c(c2)OCCO3)c1,98,-2,9,-2.3,14,1.8,31,24,6,1.3,2.9
CN(C)c1ccc(C=NC(CO)C(O)c2ccc([N+](=O)[O-])cc2)cc1 (centres undefined),120,6,-11,-1.9,10,1.8,-18,-2,3,-1.6,-1.4
C/C(=N/Nc1ccc(C(=O)O)cc1)c1ccc2c(c1)Nc1ccccc1S2,86,10,-5,2.4,-12,·,26,·,-1,·,1.3
COC(=O)/C=C/c1ccc(OC(=O)c2ccncc2)cc1,95,7,23,0.5,-3,3.2,·,75,-8,1.1,1.6
Cc1ccnc(N=Cc2nc(-c3ccccc3Br)oc2O)c1,139,-4,13,-0.2,2,-1.6,-7,0,-2,0.8,4.7
CCN(CC(=O)Nc1ccc(NC(C)=O)cc1)C(=O)c1cc(-c2ccccc2Cl)nc2ccccc12,103,0,-8,0.2,-1,·,7,·,5,·,2.5
CCOC(=O)N1CCC(NC(=O)c2cc3c(-c4ccccc4F)nn(C)c3s2)CC1,109,4,-8,1.0,-6,3.0,5,-7,2,-0.8,2.2
COc1ccc(C2=NOC(Cn3c(Cc4ccc(Cl)cc4)nc4c3c(=O)n(C)c(=O)n4C)C2)cc1 (centres undefined),103,-6,2,-1.2,7,1.9,11,58,-4,-0.3,1.1
CCN(CC)S(=O)(=O)c1ccc(NC(=O)C2c3ccccc3Oc3ccccc32)cc1,98,5,-97,0.0,0,1.2,-13,147,2,-0.9,7.5
CCOC(=O)C1=C(COC(=O)/C=C/c2ccc(O)c(OC)c2)NC(=O)NC1C (centres undefined),97,6,10,-2.5,10,0.8,1,-12,-5,-2.3,2.7
Cc1cccc(-n2c(SCC(=O)O)nc3sc4c(c3c2=O)CCC4)c1,99,0,7,-3.5,17,0.7,38,0,20,-1.8,2.4
CC(=O)c1cc(C)ccc1OC(=O)c1cccc2nc(C)oc12,100,-1,2,-1.1,6,1.0,6,182,26,0.5,1.1
CCS(=O)(=O)N1Cc2ccccc2CC1C(=O)Nc1nnc(SCc2c(Cl)cccc2Cl)s1 (centres undefined),97,-5,·,3.6,-19,-3.3,33,-15,-5,0.4,2.1
COc1ccccc1NC(=O)CSCc1cc(=O)n2ccsc2n1,96,-18,-5,1.8,-9,2.7,-6,-9,12,-3.0,1.2
Cc1nc2sc(C(c3cccc(F)c3)N3CCN(C(=O)c4ccco4)CC3)c(O)n2n1 (centres undefined),93,2,2,-1.9,11,2.9,7,166,3,0.7,-0.5
Cn1c(=O)c2c(-c3ccccc3)n(C3CCCCC3)cc2n(C)c1=O,101,-1,-53,-3.5,20,-2.1,3,31,0,-2.1,-0.8
O=C(O)c1cc(S(=O)(=O)Nc2cccc(S(=O)(=O)N3CCCC3)c2)ccc1Cl,91,-6,-1,-1.2,6,·,12,·,-8,·,3.7
CCOCc1c(C(=O)Nc2ccc(OC)nc2)oc2ccccc12,98,-4,17,2.0,-16,2.8,-4,-6,4,-0.9,0.5
COCCCNC(NC(=O)c1ccc(C)cc1)C(Cl)(Cl)Cl (centres undefined),100,-8,-7,-0.8,4,-1.0,5,-20,-5,2.9,2.1
COC(=O)CC1Sc2ccccc2NC1=O (centres undefined),112,2,·,3.2,-18,-1.2,5,-10,25,-1.1,1.4
O=C(c1ccc(Cn2cc([N+](=O)[O-])cn2)o1)N1CCCC1,·,1,1,-0.3,1,·,-10,·,-8,·,3.5
CC1=NNC(=O)C1CCC(=O)N/N=C\c1ccccc1[N+](=O)[O-] (centres undefined),99,-2,7,-1.3,7,2.3,0,-1,4,0.2,3.7
Cc1cc(NC(=O)c2sc(Nc3ccc(F)cc3)nc2N)no1,·,-1,4,-1.9,9,-3.8,-5,-1,2,-2.5,1.9
CC1CCCCN1CCCNC(=O)c1nn(C)c2c1CSc1ccccc1-2 (centres undefined),102,-4,10,-1.3,7,1.0,3,14,0,0.3,0.6
CN(C)C(=O)CSc1nnc(-c2cc(-c3cccs3)nc3ccccc23)o1,97,-5,10,-0.5,3,3.2,0,-8,-7,-0.3,2.0
CC(O)CN1CC(O)=C(c2nc3ccccc3s2)C1=N (centres undefined),110,-3,20,-2.2,11,1.1,-6,-11,4,0.3,2.0
CC(C)(C)c1cc(NC(=O)Nc2ccccc2OC(F)(F)F)no1,103,-4,17,6.1,-28,2.3,3,13,12,-0.9,2.6
CCN(Cc1cnn(C)c1)C(=O)c1ccc(OC2CCN(S(=O)(=O)N(C)C)CC2)cc1,101,-7,8,-2.4,12,1.0,10,23,5,3.5,-0.2
NC(=O)CSc1nnc(NC(=O)C2CC(=O)N(c3ccc(F)cc3)C2)s1 (centres undefined),91,-8,-2,-3.2,16,4.9,31,58,-7,-1.9,-0.9
Cc1nn(-c2ccccc2)c(C)c1NC(=O)COc1ccc(C#N)cc1,91,-2,23,-2.3,12,4.0,-7,9,4,1.0,1.6
O=C(NNC(=O)C1CCN(c2ncccn2)CC1)c1ccccc1,97,-4,10,-2.7,13,4.3,-11,5,-2,1.1,3.4
Cc1cc(C)nc(NNC(=O)NC2CCCCC2)n1,103,3,-18,-2.9,14,0.2,5,-8,-2,0.3,2.3
CC1CC(C)CN(S(=O)(=O)c2ccc(C(=O)N(C)Cc3ccccc3)cc2)C1 (centres undefined),100,14,19,3.1,-12,1.2,22,-12,2,0.6,4.2
O=C(CCNC(=O)c1ccc(Cl)cc1)NCCC1=CCCCC1,109,0,7,1.8,-12,-1.7,64*,54,0,0.7,0.9
O=C(OCC1OC(n2cnc3c(N(C(=O)c4ccccc4)C(=O)c4ccccc4)ncnc32)C(O)C1F)c1ccccc1 (centres undefined),·,-10,-11,-2.4,13,-0.5,1,·,-3,-3.6,·
Cc1cccc(C=CC(=O)c2ccc(Cl)cc2)c1,125,-8,5,2.5,-13,·,-6,·,-7,·,1.3
CCCCOCCCn1c(-c2ccco2)nc2nc3ccccc3nc21,106,-4,-7,1.8,-10,1.8,25,0,15,-3.1,2.4

# Shown tab-delimited: entries from further up.
SMILES	DSG3 Ab inh	PKA-R1A activ	PfHsp90 set2	MOR-DOR ag	MOR-DOR inv ag	AddAB inh	Arr AP2 block	Mot1-301 SUMO	Tat export inh	Ecoli viability	phage Ecoli inh
O=C(CCNC(=O)c1ccc(Cl)cc1)NCCC1=CCCCC1	109	0	7	1.8	-12	-1.7	64*	54	0	0.7	0.9
O=C(OCC1OC(n2cnc3c(N(C(=O)c4ccccc4)C(=O)c4ccccc4)ncnc32)C(O)C1F)c1ccccc1 (centres undefined)	·	-10	-11	-2.4	13	-0.5	1	·	-3	-3.6	·
